PP1 inh = PP1-alpha (human) inhibition in PP5 counter-screen; P62136; purified PP1alpha, OMFP fluorescence; inhibition, % at 6.7 µM; 320,000 tested, 0.9% active; AID 2235;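 active = inhibition above the mean inhibition of all tested compounds plus 3 SD, computed separately for each screening campaign, cut at about 15% in these data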
PP5 primary = blocks human protein phosphatase 5 activity. purified PP5c, OMFP substrate fluorescence. inhibition, % at 6.7 µM. 320,000 tested, 0.18% active. AID 1987;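 active = inhibition above the campaign's mean inhibition across all tested compounds plus 3 SD, cut at about 9.5% in these data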;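 also: 0% = DMSO only and 100% = 100 µM cantharidin control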
Target sequence (P53041 whole entry, looked up): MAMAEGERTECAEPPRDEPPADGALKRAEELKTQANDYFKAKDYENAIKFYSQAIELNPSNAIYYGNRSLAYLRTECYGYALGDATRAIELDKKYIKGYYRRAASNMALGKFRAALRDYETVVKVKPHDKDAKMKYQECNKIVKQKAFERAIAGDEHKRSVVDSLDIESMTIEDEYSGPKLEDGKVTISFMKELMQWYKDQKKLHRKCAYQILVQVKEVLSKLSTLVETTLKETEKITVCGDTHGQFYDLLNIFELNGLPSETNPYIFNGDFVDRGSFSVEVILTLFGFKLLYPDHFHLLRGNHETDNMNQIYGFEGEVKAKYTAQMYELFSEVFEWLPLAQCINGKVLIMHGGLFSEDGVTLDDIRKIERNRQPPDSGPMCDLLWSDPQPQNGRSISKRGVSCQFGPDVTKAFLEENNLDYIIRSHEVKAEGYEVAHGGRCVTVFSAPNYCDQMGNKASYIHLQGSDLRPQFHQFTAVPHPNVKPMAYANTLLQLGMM
procasp7 counter = counter-screen for procaspase-3 activators: activators of human procaspase-7; recombinant procaspase-7, Ac-DEVD-pNA absorbance 405 nm; D23A/D198A/D206A triple mutant, cannot self-cleave; scale: DMSO 0, 5 µM enzyme 100; activation, % at 8.5 µM; P55210; 330,000 tested, 0.093% active;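 active = percent activation above the screen-wide mean plus 3 SD, cut at about 25% in these data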
Target sequence (P55210 whole entry D23A/D198A/D206A): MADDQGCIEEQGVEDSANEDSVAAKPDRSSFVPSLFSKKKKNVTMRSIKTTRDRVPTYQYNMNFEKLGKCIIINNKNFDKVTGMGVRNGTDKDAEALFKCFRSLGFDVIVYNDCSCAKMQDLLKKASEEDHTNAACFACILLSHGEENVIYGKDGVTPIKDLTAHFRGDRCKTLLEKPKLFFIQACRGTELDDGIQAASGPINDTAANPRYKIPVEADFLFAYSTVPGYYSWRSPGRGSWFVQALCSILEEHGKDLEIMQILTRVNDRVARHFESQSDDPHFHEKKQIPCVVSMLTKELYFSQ
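System: Uncleavable procaspase-7 mutant enzyme; Amount: 2 µM procaspase-7 mutant as dispensed; Schedule: 1 h compound preincubation, 2 h substrate cleavage, 25 °C; Measured by: 405 nm absorbance of p-nitroaniline; Evaluation: percent activation from buffer-corrected 0–120 min absorbance change; Control set: low DMSO alone, high DMSO plus 5 µM PC-7.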
procasp3 activ = activators of human procaspase-3; 330,000 tested, 0.11% active; AID 463141; recombinant procaspase-3 D3A, Ac-DEVD-pNA absorbance 405 nm; P42574; activation, % at 8.5 µM;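 active = activation above the mean of all tested compounds plus 3 SD, cut at about 21% in these data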;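 also: 0% = DMSO alone and 100% = DMSO wells spiked with extra 5 µM PC-3 D3A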
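Test system: Procaspase-3 D3A mutant, all three cleavage aspartates alanine | Dosing: Single dose, 8.5 µM nominal compound, 0.8% DMSO | Schedule: 1 h preincubation, 2 h reaction | Technique: 405 nm absorbance of p-nitroaniline, reads at 0 and 120 min | Repeats: One well per compound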
AHR act = activators of human aryl hydrocarbon receptor; P35869; AHR-responsive luciferase reporter cells, luminescence; activation, % at 5 µM; 320,000 tested, 2.5% active; AID 2796; in the data active = activation above about 47%;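 also: 0% = vehicle wells and 100% = reference agonist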
core dimer inh = HCV core protein dimerization inhibition; TR-FRET GST/Flag-core106 dimerization, 1536-well; inhibition, % at 5 µM; 300,000 tested, 0.33% active;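 active = inhibition above the mean of all tested compounds plus 3 SD, set per screening campaign, cut at about 45% in these data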
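Assay system: GST-tagged and Flag-tagged HCV core protein residues 1-106 / Times: compound-protein-antibody incubation 4 h at 22.5 °C / Signal: time-resolved FRET, ex 340 nm, em 617 and 671 nm / Evaluation: % inhibition based on acceptor/donor emission ratio / Benchmarks: wells lacking GST-core106 and wells with excess unlabelled core106 / Repeats: singlicate, one well per compound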
PAFAH2 FP inh = inhibitors of human PAFAH2 | recombinant PAFAH2, FP-rhodamine activity probe, fluorescence polarization | inhibition, % at 3.39 µM | 340,000 tested, 0.99% active | AID 492956;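 active = inhibition above the mean over all tested compounds plus 3 SD, cut at about 30% in these data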;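 also: inhibitors block probe labeling of enzyme so polarization drops; 0% = enzyme with DMSO and 100% = wells lacking PAFAH2 protein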
TPT1 inhibitor = blocks Candida albicans tRNA 2'-phosphotransferase; recombinant caTPT1, FP RNA substrate dephosphorylation; inhibition, % at 5 µM; 300,000 tested, 0.81% active;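 active = inhibition above the mean of all tested compounds plus 3 SD, set per screening campaign, cut at about 24% in these data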;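 also: plate controls were DMSO alone for no effect and ferristatin control at 100 nM for full effect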
Fh CTSL1 inh = blocks F. hepatica cathepsin L1 in PFM18AAP counter-screen | inhibition, % at 5.96 µM | 300,000 tested, 0.49% active | recombinant F. hepatica cathepsin L1, Z-Leu-Arg-MCA fluorescence;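 active = inhibition above the mean of all tested compounds plus 3 SD, set per screening campaign, cut at about 17% in these data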;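 also: 0% = plate median of test compound wells and 100% = 1 µM Z-Phe-Ala-diazomethylketone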
Active calls of the source: *; x = not tested or not shown; & = joins results of further samples; ! = a repeat was not active.

1. COC(=O)[C@]1(Cc2ccccc2)N[C@H](CN(C)C(=O)NC(C)C)[C@@H]2C(=O)N(C)C(=O)[C@@H]21
2. COc1cc(Br)c(CCNC(=O)c2ccco2)cc1OC
3. CCC(C)NC(=O)c1cc(-c2cccs2)nc2ccccc12 (stereo not drawn)
4. O=C1OC(c2ccccc2)/C(=C(/O)c2ccccc2)C1=O (stereo not drawn)
5. Cc1ccccc1NC(=O)c1cccc(NC(=O)c2ccco2)c1
6. OCCCn1c(CCNc2nc(-c3ccc(Cl)cc3)cs2)nc2cc(C(F)(F)F)ccc21
assay / entry,1,2,3,4,5,6
PP1 inh,x,-9,2,-3,0,1
PP5 primary,x,-7.5,-0.6,4.7,4.1,2.5
procasp7 counter,3,2,5,-3,-7,0
procasp3 activ,5,-4,-1,1,2,-6
AHR act,1,-8,4,-1,2,41
core dimer inh,x,-8,0,-5,-9,3
PAFAH2 FP inh,1,0,5,4,-2,6
TPT1 inhibitor,x,-2,2,0,-11,-1
Fh CTSL1 inh,x,10,4,3,0,-2

7. CC(=O)Oc1ccc(/C=N/NC(=O)CCSc2ccccc2)cc1
8. COc1ccc(C(C[N+](=O)[O-])n2nc(C)cc2C)cc1 (stereo not drawn)
9. CCN(CC)S(=O)(=O)c1ccc(NC(=O)c2cccnc2Cl)c(NC(=O)c2cccnc2Cl)c1
10. CCN(CC)CCNC(=O)c1cc(S(C)(=O)=O)ccc1OC
11. COCCn1nnnc1C(c1ccc(OC)cc1)N1CCC(C)CC1 (stereo not drawn)
12. O=C(N/N=C/c1ccc(Cl)c([N+](=O)[O-])c1)C1CC1
assay / entry,7,8,9,10,11,12
PP1 inh,-4,2,-1,x,5,-4
PP5 primary,0.5,1.6,2.1,x,3.8,2.6
procasp7 counter,8,6,-4,10,-3,2
procasp3 activ,7,8,-1,4,-1,-2
AHR act,1,-1,5,-2,-1,3
core dimer inh,2,-2,3,x,-8,6
PAFAH2 FP inh,1,2,x,-3,-9,-1
TPT1 inhibitor,-3,0,-3,x,-9,-1
Fh CTSL1 inh,-4,-4,-2,x,-1,0

13. Cc1cc(C)c(S(=O)(=O)c2cccc(C(F)(F)F)c2)c(=O)[nH]1
14. COc1ccc(Cl)cc1NC(=O)Nc1cnccn1
15. Cc1csc(SCc2ccccc2C(=O)O)n1
16. CCOc1ccc(NC(=O)C(=O)N/N=C/c2cccnc2)cc1
17. O=C(NCc1ccc(Cl)cc1)c1ccc(OCC2CCCO2)cc1 (stereo not drawn)
18. CN1c2ccccc2-c2nc3ccccc3n2C1c1cccs1 (stereo not drawn)
assay / entry,13,14,15,16,17,18
PP1 inh,-3,6,-1,-6,4,0
PP5 primary,-0.9,3.1,-1.9,-3.2,3.7,3.0
procasp7 counter,-5,7,6,4,0,5
procasp3 activ,4,13,11,-2,-5,14
AHR act,0,53*,0,3,1,32
core dimer inh,14,-4,2,3,-4,1
PAFAH2 FP inh,6,0,0,2,-10,-4
TPT1 inhibitor,-4,-1,-2,-2,-2,-2
Fh CTSL1 inh,-2,-3,0,3,0,1

19. Cc1sc2nc3n(c(=O)c2c1C)CCCCC3
20. CC(/C=C1\SC(=O)N(CC(=O)Nc2cccc(O)c2)C1=O)=C\c1ccccc1
21. Cc1ccc(N2CCN(C(=O)c3ccccc3NC(=O)/C=C\C(=O)O)CC2)cc1
22. CCOC(=O)C1=C(C)Nc2ccccc2N/C1=N\S(=O)(=O)c1ccc(Cl)cc1
23. COCc1c(C(=O)OCc2nnc(-c3ccc([N+](=O)[O-])cc3)o2)oc2ccccc12
24. CCCCn1nnnc1NCc1cccc(OC)c1OC
assay / entry,19,20,21,22,23,24
PP1 inh,-3,8,0,-4,x,0
PP5 primary,-1.5,5.5,-0.3,4.1,x,4.0
procasp7 counter,15,7,-7,-8,-3,1
procasp3 activ,0,10,0,3,0,-1
AHR act,2,2,6,7,4,2
core dimer inh,-6,23,-1,x,x,2
PAFAH2 FP inh,11,-30,8,6,17,5
TPT1 inhibitor,-5,-3,-2,x,x,2
Fh CTSL1 inh,-7,0,4,x,x,-2

25. N#CC1(NC(=O)CSc2nnc(Nc3ccccc3F)s2)CCCC1
26. CN(C(=O)CSc1nc2ccccc2n1C)C1CCS(=O)(=O)C1 (stereo not drawn)
27. COc1ccccc1-c1nnc(-c2ccc(N3CCOCC3)cc2)o1
28. CCOC(=O)N1CC=C2C(C#N)=C(N)C(C#N)(C#N)[C@H](c3ccccc3OCC)[C@H]2C1
29. Cc1cc(NC(=O)CSc2nnc(-c3cccnc3)n2C2CCCCC2C)no1 (stereo not drawn)
30. CN(C(=O)c1cccc(NC(=O)Cc2cccc([N+](=O)[O-])c2)c1)C1CCCCC1
assay / entry,25,26,27,28,29,30
PP1 inh,0,-5,0,-2,-5,x
PP5 primary,1.4,-2.5,1.3,7.0,-0.1,x
procasp7 counter,8,11,3,-14,0,6
procasp3 activ,0,7,0,-1,-2,4
AHR act,3,2,31,2,-2,-2
core dimer inh,x,x,5,4,1,x
PAFAH2 FP inh,0,0,-3,-30,3,4
TPT1 inhibitor,x,x,-3,9,-2,x
Fh CTSL1 inh,x,x,0,-4,-3,x

31. Cc1c(CN2CCN(CC(C)C)C(CCO)C2)[nH]c2ccc(Cl)cc12 (stereo not drawn)
32. O=C(CCCN1C(=O)c2cccnc2C1=O)Nc1ccc(F)cc1Cl
33. COCCCNC(=S)N(CCN(C)C)Cc1cc2cc3c(cc2[nH]c1=O)OCCO3
34. CN(C1CCCCC1)S(=O)(=O)c1ccc(NC(=O)CCC(=O)O)cc1
35. O=C(Nc1ccc(C(=O)NCc2ccccc2Cl)cc1)C1=CSCCO1
36. Cc1cc(C)n(-c2cc(C(C)(C)C)nc3c(-c4ccccc4)cnn23)n1
assay / entry,31,32,33,34,35,36
PP1 inh,-2,-1,2,3,-4,-1
PP5 primary,0.5,-2.7,1.3,2.6,-0.3,3.1
procasp7 counter,6,3,4,3,5,5
procasp3 activ,-6,-3,-13,-4,0,5
AHR act,5,0,8,4,1,0
core dimer inh,3,10,-10,-1,-12,3
PAFAH2 FP inh,2,0,-7,4,1,7
TPT1 inhibitor,0,-2,1,2,2,-4
Fh CTSL1 inh,-4,-2,2,-5,0,1

37. COc1ccc(/C=C/C(=O)N(C)C2CCS(=O)(=O)C2)cc1OC (stereo not drawn)
38. O=C1c2ccccc2NC2(CCCCC2)N1c1ccc(O)cc1
39. COc1ccc(C)cc1S(=O)(=O)N(C)CC(=O)Nc1ccccc1
40. COc1ccc(/C=C2\N=C(SC)NC2=O)cc1
41. O=C(NCc1ccc2c(c1)OCO2)c1ccc(COc2cc(Cl)ccc2Cl)o1
42. COc1ccccc1CCC(=O)OCC(=O)Nc1ccc2[nH]c(=O)[nH]c2c1
assay / entry,37,38,39,40,41,42
PP1 inh,-1,-1,1,0,12,-4
PP5 primary,0.8,1.0,-1.4,2.2,6.2,-1.1
procasp7 counter,-4,-13,3,-12,4,3
procasp3 activ,-1,4,3,-5,-3,1
AHR act,1,6,5,0,1,2
core dimer inh,-4,0,-7,-12,1,-5
PAFAH2 FP inh,4,-1,1,8,-7,3
TPT1 inhibitor,-2,-2,5,0,-2,-1
Fh CTSL1 inh,3,0,3,1,-1,-17

43. COc1ccccc1OC(C)C(=O)N(Cc1ccco1)C1CCS(=O)(=O)C1 (stereo not drawn)
44. CC1(C)Cc2ccccc2/C(=C/C(=O)N2CCCCCC2)N1
45. COc1cccc(CC(=O)Nc2ccc3c(c2)CCC3)c1
46. CC1CCCCN1c1nc2nonc2nc1N1CCCCC1C (stereo not drawn)
47. O=C1C=C(Nc2ccccc2)CC(c2ccccc2)C1 (stereo not drawn)
48. O=c1[nH]c2ccccc2c(O)c1Cc1ccccc1
assay / entry,43,44,45,46,47,48
PP1 inh,3,8,-2,0,-2,0
PP5 primary,0.2,-0.2,1.8,-0.5,3.8,1.9
procasp7 counter,6,7,7,-12,17,-6
procasp3 activ,4,2,9,4,5,2
AHR act,-1,0,8,0,0,-2
core dimer inh,-6,3,4,10,-1,-11
PAFAH2 FP inh,6,4,-3,-2,-1,-2
TPT1 inhibitor,-3,0,3,0,-4,-2
Fh CTSL1 inh,-3,-1,-2,4,-2,-4

49. O=C(COC(=O)c1ccc(S(=O)(=O)Nc2ccccc2)cc1)NCc1ccco1
50. N#CC(C#N)=C1CCc2ccccc2N1
51. CCOC(=O)C1=C(CCc2ccccc2)NC(=O)NC1c1ccc2ccccc2c1 (stereo not drawn)
52. CCC1COC(c2cccn2Cc2ccccc2Cl)=N1 (stereo not drawn)
53. Cc1c(O)cccc1C(=O)N[C@@H](CSc1ccccc1)[C@H](O)CN1C[C@H]2CCCC[C@H]2C[C@H]1C(=O)NC(C)(C)C
54. CC(C)Oc1ccc(C(CC(=O)O)Cc2ccccc2)cc1 (stereo not drawn)
assay / entry,49,50,51,52,53,54
PP1 inh,-2,-4,9,1,17*!,0
PP5 primary,4.4,-0.9,3.3,2.1,3.1&0.7,-2.3
procasp7 counter,5,-10,6,11,1&-5,5
procasp3 activ,-6,2,8,-1,3&-2,12
AHR act,4,-2,5,-3,-1&0,1
core dimer inh,1,0,13,10,13&23,11
PAFAH2 FP inh,1,-4,0,6,-2&-13,-3
TPT1 inhibitor,0,1,-2,-2,1&-1,-4
Fh CTSL1 inh,0,4,2,3,-1&3,2

55. O=C(Nc1cccc(C(F)(F)F)c1)NC1CCCCC1
56. CCc1c(C)nc2ncnn2c1N1CCC(C(=O)Nc2ccc(C)cc2)CC1
57. CN(CCO)c1nc(N)c2c(N)nc3c(c2c1C#N)CC(=O)N3Cc1cccs1
58. O=c1[nH]nc(SCCS(=O)(=O)c2ccc(F)cc2)n1-c1ccccc1
59. Clc1cccc(OCCCCN2CCCCC2)c1
60. N#CC1=C(N)Nc2nc3ccccc3n2C1c1ccc(Cl)cc1 (stereo not drawn)
61. O=S(=O)(Nc1ccccc1N1CCOCC1)c1c(F)cc(F)cc1Br
assay / entry,55,56,57,58,59,60,61
PP1 inh,-3,-1,2,-6,-2,7,x
PP5 primary,3.4,-0.2,6.7,1.5,1.4,-0.3,x
procasp7 counter,-4,-2,-30,-2,6,-4,-6
procasp3 activ,-1,12,-30,-11,-2,-1,6
AHR act,8,-4,2,-1,-2,99*,1
core dimer inh,4,1,2,4,-13,8,x
PAFAH2 FP inh,-9,1,6,x,0,0,2
TPT1 inhibitor,-7,-3,2,0,1,-1,x
Fh CTSL1 inh,3,0,2,-1,-2,1,x

Compound activity from PubChem.
